HTRA1 inh – inhibitors of human serine peptidase HTRA1; Q92743; recombinant HTRA1, FP-rhodamine activity-based probe, fluorescence polarization; inhibition, % at 5.96 µM; 340,000 compounds, 0.5% hits; AID 504803; in the data active = inhibition above about 36%;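 note: 0% = enzyme with DMSO and 100% = wells lacking enzyme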
PG9 Ab binder – PG9 antibody binding by small molecule | TR-FRET gp120-PG9 antibody binding | 360,000 compounds, 0.43% hits | AID 624416 | inhibition, % at 6.7 µM; in the data active = inhibition above about 8.5%
PRMT1 inh – inhibitors of human PRMT1 | recombinant PRMT1, activity-based probe fluorescence polarization | inhibition, % at 2.79 µM | 370,000 compounds, 1.3% hits;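 active = inhibition above about 21% made by adding two undisclosed values, limit read from the data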
Target sequence (Q99873 whole entry, looked up): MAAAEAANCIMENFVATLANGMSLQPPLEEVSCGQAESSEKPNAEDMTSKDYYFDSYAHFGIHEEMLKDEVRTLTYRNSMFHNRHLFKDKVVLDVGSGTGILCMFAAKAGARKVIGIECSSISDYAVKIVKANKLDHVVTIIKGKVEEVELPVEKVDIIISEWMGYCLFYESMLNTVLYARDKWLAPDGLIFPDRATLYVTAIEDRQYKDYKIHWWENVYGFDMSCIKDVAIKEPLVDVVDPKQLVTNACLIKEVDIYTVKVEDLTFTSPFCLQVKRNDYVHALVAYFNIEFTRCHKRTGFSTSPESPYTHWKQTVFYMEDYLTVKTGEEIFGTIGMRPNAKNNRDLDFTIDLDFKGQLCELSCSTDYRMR
SIAE inh – human SIAE inhibition, primary screen; Q9HAT2; SIAE FP-Rh probe binding, fluorescence polarization; inhibition, % at 9.66 µM; 370,000 compounds, 0.69% hits; AID 1053197;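 active = inhibition above a cutoff: mean of compounds within the control limits plus 3 SD of those, cut at about 17% in these data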;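 note: 0% = plate median of compound wells and 100% = probe without SIAE protein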
mABHD4 FP – ABHD4 (mouse) inhibition, primary FP screen; inhibition, % at 8.92 µM; 370,000 compounds, 0.54% hits; Q8VD66; purified mABHD4, FP-Rh probe fluorescence polarization;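 active = inhibition exceeding the mean over every tested compound plus 3 SD, cut at about 30% in these data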;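 note: 0% = plate median of compound wells and 100% = S159A mutant with DMSO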
Target sequence (Q8VD66 whole entry, looked up): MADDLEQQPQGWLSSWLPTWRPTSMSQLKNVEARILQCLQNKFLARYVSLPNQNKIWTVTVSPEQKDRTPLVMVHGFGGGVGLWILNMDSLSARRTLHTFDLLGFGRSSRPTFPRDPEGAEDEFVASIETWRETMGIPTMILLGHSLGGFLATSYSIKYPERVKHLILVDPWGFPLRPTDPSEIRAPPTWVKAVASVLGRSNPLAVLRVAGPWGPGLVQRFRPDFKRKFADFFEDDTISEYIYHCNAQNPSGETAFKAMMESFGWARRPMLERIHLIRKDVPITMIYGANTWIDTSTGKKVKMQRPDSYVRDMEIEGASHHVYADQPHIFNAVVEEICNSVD
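Test system: mABHD4 protein; Read-out basis: % inhibition; Incubation: 45 min + 60 min at 25 °C; Repeats: single replicate; Technique: fluorescence polarization with parallel and perpendicular emission, 525/598 nm; Compound: 8.92 µM, single dose; Benchmarks: full inhibition S159A mutant plus DMSO, zero as sample-well median.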
TDP2 absorb – TDP2 (human) inhibition, absorbance primary screen. O95551. recombinant TDP2, T5PNP hydrolysis, p-nitrophenol absorbance 415 nm. inhibition, % at 12.8 µM. 370,000 compounds, 0.34% hits;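 active = inhibition above the mean of all tested compounds plus 3 SD, set per campaign, cut at about 25% in these data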;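 note: 0% = DMSO with enzyme and 100% = buffer with substrate but no TDP2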
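Read-out basis: percent inhibition. System: recombinant human TDP2. Buffer or medium: Mg2+-containing Tris-HCl buffer, pH 7.5. Repeats: single replicate. Timing: reaction 2 h, 37 °C. Benchmarks: high control without enzyme, low control DMSO plus TDP2. Probe or stimulus: 5 mM T5PNP. Doses: 12.8 µM only. Measured by: epi absorbance of p-nitrophenol freed from T5PNP by hydrolysis.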
TCR CD3 inh – inhibitors of human TCR-CD3 interaction. inhibition, % at 9.4 µM. TAMRA-labeled TCR probe fluorescence, biochemical. 360,000 compounds, 0.37% hits; in the data active = inhibition above about 19%;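 note: recombinant mutant TCR 2C K166C tagged with TAMRA read by polarization; 0% = receptor in buffer alone and 100% = receptor with positive control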
UHRF1 MBD2 ctr – blocks human UHRF1 binding to methylated DNA. UHRF1 binding to methylated oligo, TR-FRET. inhibition, % at 4.4 µM. 370,000 compounds, 0.75% hits; in the data active = inhibition above about 21%;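 note: UHRF1 SRA domain binding a hemimethylated CpG hairpin DNA probe; 0% = median of test compound wells and 100% = reference inhibitor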
LEDGF integ inh – blocks HIV-1 LEDGF/p75-dependent DNA integration | TR-FRET IN-LEDGF/p75 DNA integration, Eu/Cy5 | inhibition, % at 3.7 µM | 370,000 compounds, 0.64% hits | AID 743269;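 active = inhibition above the screen-wide mean plus 3 SD, cut at about 13% in these data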;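 note: signal is the Cy5 over europium emission ratio at 671 and 618 nm; 0% = plate median of compound wells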
DDE Tn7 FP inh – DD(E)-Tn7 binding inhibition, primary FP screen; P02675; FP displacement of FITC-Tn7 peptide from fibrin DD(E); 0% = median of compound wells per plate; inhibition, % at 8.3 µM; 370,000 compounds, 0.13% hits; AID 720508;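 active = inhibition above the mean of compounds falling within the control limits plus 3 SD of them, cut at about 14% in these data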;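 note: 0% = plate median of compound wells and 100% = 10 µM Aha-Tn7 peptide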
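system = human fibrin DD(E) protein | quantity = DD(E) 2 µM final | medium = Tris/NaCl/CaCl2 buffer, pH 7.8 | also added = labelled Tn7 tracer, 0.1 µM | compound dosing = single point at 8.3 µM | timing = compound with protein 10 min, then 3 h after probe, room temperature | signal = FP measurement | benchmarks = Aha-Tn7 high control | repeats = one replicate per compound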
Starred values were filed as active, the others as inactive; . = no result given.

SMILES	HTRA1 inh	PG9 Ab binder	PRMT1 inh	SIAE inh	mABHD4 FP	TDP2 absorb	TCR CD3 inh	UHRF1 MBD2 ctr	LEDGF integ inh	DDE Tn7 FP inh
COc1cccc2cc(C(=O)N3C(C)CCCC3C)c(=O)oc12 (configuration not stated)	1	-0.2	-4	-2	4	11	2	0	-2	3
CC(O)CNc1nc(N)[nH]c(=O)c1N=Nc1ccccc1 (configuration not stated)	4	-7.7	-3	11	-1	-5	9	-6	-2	-7
CCCCCc1ccc(S(=O)(=O)NCCc2ccncc2)cc1	-12	-0.3	1	-1	-7	0	5	1	2	0
O=C(CCc1c[nH]c2ccccc12)OCc1cccc(C(F)(F)F)c1	7	-3.2	0	1	-7	-10	1	3	0	-3
O=C(Cc1ccccc1)Nc1ncccc1Cl	.	-0.1	2	-1	0	-1	-3	3	-5	1
COc1cccc(C2=NO[C@@H]3C(=O)N(c4ccc5c(c4)OCCO5)C(=O)[C@H]23)c1OC	4	-1.4	-4	4	4	13	3	-1	1	-1
CCC(=O)c1ccc(N2CCOCC2)c(F)c1	-6	-0.1	-4	-2	6	-2	-6	-1	1	-8
Cn1nccc1C(=O)N1CCN(c2ncccn2)CC1	1	0.0	-3	6	1	0	-2	-4	0	0
O=C(NCC1OCCCN1S(=O)(=O)c1cc(F)ccc1F)C(=O)NC1CCCCC1 (configuration not stated)	1	-0.6	0	0	1	6	-1	-1	-2	1
Cc1ccc(S(=O)(=O)NCC(=O)N(CC(=O)NCc2ccc(F)cc2)CC2CCCO2)cc1 (configuration not stated)	2	0.2	-2	-1	-1	-7	3	-1	-1	4
O=C(N/N=C/c1cccc(OC(=O)N2CCOCC2)c1)c1cccs1	6	-2.8	-4	10	-2	8	5	-4	2	8
O=C(NCc1ccccn1)/C(=C/c1ccco1)NC(=O)c1ccccc1	1	-1.5	5	-5	6	-7	4	-4	-1	4
COc1ccc(-n2c(C)nc3cc(C(=O)N4CCOCC4)ccc32)cc1	-3	-0.1	0	-3	3	7	5	-2	1	-6
CCCCNC(=S)N(C)/N=C/c1ccc(OCC(=O)Nc2ccc(OC)cc2)c(OC)c1	-67	0.2	2	-69	-14	1	9	2	0	2
COc1cccc(Nc2nc3ccccc3n2C(C)C)c1	2	-2.0	1	6	1	1	-2	4	1	0
N#Cc1ccccc1NC(=O)CSC1=Nc2ccccc2C2CC=NN12 (configuration not stated)	-5	-1.2	25*	0	2	9	4	-2	-2	2
CCCCOc1ccc(-c2ncc(N)cn2)cc1	0	-0.3	-1	1	1	-1	-3	1	-3	4
O=C(COc1ncnc2ccccc12)Nc1ccc(Cl)c([N+](=O)[O-])c1	-13	-3.6	2	-7	0	-3	4	-1	11	-5
NS(=O)(=O)c1ccc(CNC(=O)c2cc(-c3cccs3)nc3ccccc23)cc1	-27	-0.8	-2	-7	-15	-13	-2	0	2	1
CC(C)(C)c1ccccc1NC(=O)NC1CCN(Cc2c(F)cccc2Cl)CC1	.	-1.9	-4	-2	8	-8	-4	2	1	0
CCOC(=O)CSc1n[nH]c(NC(=O)c2cccc(C(F)(F)F)c2)n1	3	-1.3	-1	4	-10	9	-2	1	-5	-3
CCOc1ccc(OCCC(=O)OCC(=O)c2c(N)n(CC(C)C)c(=O)n(C)c2=O)cc1	0	0.8	3	-5	-10	2	-2	-2	-1	3
CN(C)S(=O)(=O)c1cccc(NC(=O)C2CCCN(C(=O)c3ccc(Cl)cc3)C2)c1 (configuration not stated)	0	-0.6	-3	-4	-3	-3	7	1	-3	-4
CN(C)c1ccc(-c2nnn(CC(=O)Nc3ccc4c(c3)OCCO4)n2)cc1	-3	-1.4	0	-8	6	0	6	0	3	-12
CCCCCNC(=O)C1C(=O)Nc2ccccc2C(=O)N1C(C)(C)C (configuration not stated)	.	-0.1	4	-2	-11	-1	0	7	3	0
O=c1c2ccccc2cnn1Cc1n[nH]c(=S)n1-c1cc(Cl)cc(Cl)c1	3	-1.4	-2	13	-2	-5	0	-1	-4	4
Cc1ccc(NC(=O)C2(C)CCN2C(=O)CCC2CCCC2)cc1C (configuration not stated)	.	-1.2	0	5	1	5	7	-1	-6	5
Cc1ccc2nc(SCC(=O)Nc3cccc([N+](=O)[O-])c3)[nH]c2c1	-33	0.6	-2	-8	-3	-7	1	4	1	3
CON1C(=O)C(=O)N(OC)C2CCCCC21 (configuration not stated)	0	2.7	2	2	-6	-2	-5	0	-4	0
O=C(NCc1ccccc1Cl)C1CCN(S(=O)(=O)c2ccc(N3CCCC3=O)cc2)CC1	5	-0.5	1	-8	3	-1	10	0	1	1
CCOC(=O)c1ccccc1NC(=O)COC(=O)C(CC(C)C)NC(N)=O (configuration not stated)	3	-1.1	-3	0	-1	6	-3	1	8	4
O=C1NCCCCC1NS(=O)(=O)c1cccc(C(F)(F)F)c1 (configuration not stated)	0	-0.5	3	2	5	1	3	2	-1	3
COc1ccc(/C=N/Nc2nc(-c3ccc(Cl)cc3)cc(C(F)(F)F)n2)cc1OC	-12	0.2	0	20*	-14	-4	-2	-6	5	-6
COC(=O)CN1C(=O)CSc2ncccc21	0	-0.5	1	2	8	-2	-1	-5	-6	-3
Cc1ccc(/C=N/NC(=O)c2c(-c3ccccc3)noc2C)c(O)c1	14	-1.9	-1	9	7	-13	4	-2	-6	7
NNCCc1ccccc1	-3	-3.2	-2	10	-1	-7	0	-1	3	8
COc1ccc(C(=O)CCNc2cccc(Cl)c2)cc1	-8	0.5	-1	-2	-2	-5	0	6	-3	-4
CC(c1n[nH]c(=S)n1-c1ccccc1)N1CCCCC1 (configuration not stated)	.	0.6	0	-1	5	-5	-1	1	0	-4
O=C1SC(SCc2ccccc2)=N/C1=C\c1ccco1	-5	-1.3	42*	7	30*	14	9	29*	26*	8
COc1ccc(/C=C2\N=C(SC)N(C)C2=O)cc1	-4	-5.6	0	-7	2	-10	7	0	2	-8
COc1ccc(-c2c(-c3cc(OC)cc(OC)c3)n(C)c3ccc(-c4ccc5c(c4)OCCO5)cc23)cc1	1	0.9	-2	0	11	9	3	-3	0	5
COc1ccc(C(=O)Nc2c(C)ccc3nsnc23)cc1[N+](=O)[O-]	0	-0.9	-1	4	-3	-1	7	-4	2	-8
COC(=O)c1ccc(Cn2c(C)c(C(=O)NCc3cccs3)sc2=O)o1	.	-1.4	-3	2	-3	1	5	-1	2	5
CCNC(=S)N1CCCC(C(N)=O)C1 (configuration not stated)	0	-0.7	2	-2	-1	-2	6	-1	0	-4
CC(CNc1ccc([N+](=O)[O-])c2cccnc12)Nc1c([N+](=O)[O-])cc(C(F)(F)F)cc1[N+](=O)[O-] (configuration not stated)	4	-2.5	1	-1	4	-1	7	4	2	-5
Cc1ccc(C(=O)N2CCOCC2)cc1Cl	2	0.3	-2	4	2	4	-8	1	3	4
CC(C)(C)C(CN1CCCC1)OC(=O)c1ccccc1 (configuration not stated)	10	-0.6	-3	2	0	7	5	-1	1	1
COCC(=O)N1CCC(Oc2ccc(C(=O)NC(C)c3csc(C)n3)cc2)CC1 (configuration not stated)	4	-0.7	3	-3	0	9	3	1	-1	0
O=C(CSc1ccc(-c2ccc(-n3cccn3)cc2)nn1)Nc1ccc([N+](=O)[O-])cc1	-2	0.9	0	1	-3	18	2	-2	4	6
Cc1c(Cl)cnc(NC(=O)CSc2nnc(C)n2Cc2ccccc2)c1Cl	1	0.6	-1	5	-1	3	4	-2	-2	2
N/C(=N\OC(=O)COc1ccc(Br)cc1Cl)c1ccncc1	-10	0.9	2	-1	-2	-6	-3	0	-4	-5
COc1ccc(C2c3c(ncn(Cc4ccco4)c3=N)Oc3ccc4ccccc4c32)cc1 (configuration not stated)	-91	1.7	4	-59	-62	-12	-9	4	5	2
Cc1ccc(NC(=O)C2CC(=O)Nc3ncnn32)cc1Cl (configuration not stated)	-4	-1.0	3	-3	-3	8	7	1	-2	-2
COc1ccc2c(c1)O[C@H]1c3ccc(O)cc3OC[C@@H]21	-6	0.7	0	10	-6	16	7	-2	-4	0

A section of the results above:
SMILES	HTRA1 inh	PG9 Ab binder	PRMT1 inh	SIAE inh	mABHD4 FP	TDP2 absorb	TCR CD3 inh	UHRF1 MBD2 ctr	LEDGF integ inh	DDE Tn7 FP inh
COc1ccc(-c2c(-c3cc(OC)cc(OC)c3)n(C)c3ccc(-c4ccc5c(c4)OCCO5)cc23)cc1	1	0.9	-2	0	11	9	3	-3	0	5
COc1ccc(C(=O)Nc2c(C)ccc3nsnc23)cc1[N+](=O)[O-]	0	-0.9	-1	4	-3	-1	7	-4	2	-8
COC(=O)c1ccc(Cn2c(C)c(C(=O)NCc3cccs3)sc2=O)o1	.	-1.4	-3	2	-3	1	5	-1	2	5
CCNC(=S)N1CCCC(C(N)=O)C1 (configuration not stated)	0	-0.7	2	-2	-1	-2	6	-1	0	-4
CC(CNc1ccc([N+](=O)[O-])c2cccnc12)Nc1c([N+](=O)[O-])cc(C(F)(F)F)cc1[N+](=O)[O-] (configuration not stated)	4	-2.5	1	-1	4	-1	7	4	2	-5
Cc1ccc(C(=O)N2CCOCC2)cc1Cl	2	0.3	-2	4	2	4	-8	1	3	4
CC(C)(C)C(CN1CCCC1)OC(=O)c1ccccc1 (configuration not stated)	10	-0.6	-3	2	0	7	5	-1	1	1
COCC(=O)N1CCC(Oc2ccc(C(=O)NC(C)c3csc(C)n3)cc2)CC1 (configuration not stated)	4	-0.7	3	-3	0	9	3	1	-1	0
O=C(CSc1ccc(-c2ccc(-n3cccn3)cc2)nn1)Nc1ccc([N+](=O)[O-])cc1	-2	0.9	0	1	-3	18	2	-2	4	6
Cc1c(Cl)cnc(NC(=O)CSc2nnc(C)n2Cc2ccccc2)c1Cl	1	0.6	-1	5	-1	3	4	-2	-2	2
N/C(=N\OC(=O)COc1ccc(Br)cc1Cl)c1ccncc1	-10	0.9	2	-1	-2	-6	-3	0	-4	-5

Screens: PubChem, The Scripps Research Institute Molecular Screening Center
